# DUSP3 inh = blocks human VHR1 dual specificity phosphatase. P51452. recombinant VHR phosphatase, pNPP absorbance. inhibition, % at 13.3 µM. hit rate 0.52% among 290,000. AID 1654; in the data active = inhibition above about 50%; also: some compounds called inactive have numbers as strong as hits
# PriA SSB inh = K. pneumoniae PriA-SSBct interaction inhibition; inhibition, % at 33 µM; AID 1272365; hit rate 0.6% among 430,000; AlphaScreen SSBct-PriA binding, biotinylated peptide; in the data active = inhibition mostly above about 37%, no sharp cut-off; inactive = mostly below about 20%;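 also: plate controls were negative control peptide for no effect and reference peptide for full effect; strong numbers were not always called active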
# TcdB GH inh = TcdB glycohydrolase inhibition; hit rate 0.24% among 350,000; inhibition, % at 9.99 µM; P18177; TcdB glycohydrolase enzymatic assay, plate reader; AID 652162; in the data active = inhibition above about 10%
# SARS 3CLpro inh = SARS-CoV 3CLpro protease inhibition; P0C6X7; recombinant SARS-CoV 3CLpro, quenched FRET peptide cleavage; hit rate 0.14% among 290,000; inhibition, % at 6 µM; in the data active = inhibition above about 12%
# MazEF act = activators of E. coli MazEF toxin-antitoxin RNase. activation, % at 20 µM. P0AE70. AID 504720. FAM/BHQ RNA-DNA oligo cleavage fluorescence, 5 h. hit rate 0.32% among 350,000; in the data active = activation above about 50%
# PfHsp40 rescue = restores yeast growth despite PfHsp40 toxicity | hit rate 0.68% among 340,000 | AID 504582 | growth rescue, % at 12.5 µM | S. cerevisiae expressing PfHsp40, growth rescue, ATP luminescence; in the data active = growth rescue above about 28%, passing the limit was not always enough;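 also: yeast W303a lacking pdr1 and pdr3 grown in galactose medium; growth measured after three days at 30 °C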
# Vc quorum ag = inducers of Vibrio cholerae quorum light production without autoinducers. V. cholerae BH1578 lux reporter, luminescence, 6 h. activation, % at 18.7 µM. hit rate 0.16% among 350,000. AID 588436; in the data active = activation mostly above about 9.7%, no sharp cut-off; also: not every result past the cut was called active; inactives centre near 0; reference of the scale not given here
# Yp Topo-I inh = Y. pestis Topo-I inhibition via cleavage products. Y. pestis Topo-I cleavage product accumulation, plate reader. activity, % at 10 µM. hit rate 0.064% among 360,000; in the data active = activity above about 50%, passing the limit was not always enough; also: inactives centre near 2
# Rv3671c inh = inhibits the M. tuberculosis serine protease Rv3671c; hit rate 0.048% among 320,000; inhibition, % at 5.96 µM; P9WHR9; in the data active = inhibition above about 38%;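 also: extracellular domain of Rv3671c used as enzyme; 0% = enzyme with DMSO and 100% = no enzyme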
# Anthrax LF prot = blocks Bacillus anthracis lethal factor protease. P15917. multiplex microsphere protease cleavage assay, LF. inhibition, % at 10 µM. hit rate 0.12% among 360,000. AID 588501; in the data active = inhibition above about 30%; also: plate controls were buffer without enzyme for full effect and enzyme alone for no effect
# * hit, by the source's call; i = inactive; · = not tested or not shown. An excerpt (hit frequency here may not be typical).
# Sample of the layout (two entries):
# Keys: A = DUSP3 inh; B = PriA SSB inh; C = TcdB GH inh; D = SARS 3CLpro inh; E = MazEF act; F = PfHsp40 rescue; G = Vc quorum ag; H = Yp Topo-I inh; I = Rv3671c inh; J = Anthrax LF prot
compound: Cc1ccc(NC(=O)CCS(=O)(=O)c2ccccc2)cc1S(=O)(=O)N1CCCCCC1
  A: ·; B: -5.3; C: 1.9; D: ·; E: 0.0; F: -0.4; G: 0.6; H: 2.4; I: ·; J: 1.4
compound: CC(C)(C)N1CC(C(=O)Nc2ccc(C(N)=O)cc2)CC1=O (stereo unspecified)
  A: ·; B: ·; C: 0.9; D: ·; E: -1.1; F: ·; G: -4.8; H: -6.7; I: ·; J: 5.5

# All compounds of this part (from the top)
# Keys: A = DUSP3 inh; B = PriA SSB inh; C = TcdB GH inh; D = SARS 3CLpro inh; E = MazEF act; F = PfHsp40 rescue; G = Vc quorum ag; H = Yp Topo-I inh; I = Rv3671c inh; J = Anthrax LF prot
compound: Cc1ccc(NC(=O)CCS(=O)(=O)c2ccccc2)cc1S(=O)(=O)N1CCCCCC1
  A: ·; B: -5.3; C: 1.9; D: ·; E: 0.0; F: -0.4; G: 0.6; H: 2.4; I: ·; J: 1.4
compound: CC(C)(C)N1CC(C(=O)Nc2ccc(C(N)=O)cc2)CC1=O (stereo unspecified)
  A: ·; B: ·; C: 0.9; D: ·; E: -1.1; F: ·; G: -4.8; H: -6.7; I: ·; J: 5.5
compound: COc1ccc(NC(=O)c2c(Nc3ccccc3)sc(C(=O)c3ccc(F)cc3)c2N)cc1
  A: 22.9; B: 1.9; C: ·; D: -0.1; E: -11.8; F: 0.4; G: -0.4; H: 22.7; I: 3.8; J: -1.4
compound: Cc1ccc(NC(=S)N(Cc2ccccc2)Cc2cccs2)c(C)c1
  A: 9.8; B: -3.3; C: 1.2; D: 2.6; E: 0.8; F: 0.5; G: -0.1; H: 7.8; I: 6.6; J: -7.0
compound: Fc1ccccc1N1CCN(C2CCCN(Cc3ccccc3C(F)(F)F)C2)CC1 (stereo unspecified)
  A: -13.1; B: 1.0; C: -3.1; D: 0.0; E: 3.1; F: 2.1; G: -0.3; H: 33.1; I: 4.9; J: -1.2
compound: COc1ccc(C(=O)c2c[nH]c(C(=O)NCc3ccco3)c2)cc1
  A: 21.3; B: 3.9; C: ·; D: -4.1; E: 2.9; F: -0.8; G: i; H: 0.5; I: -5.3; J: -2.1
compound: COc1ccc2[nH]cc(CCNC(=O)c3ccccc3Cl)c2c1
  A: -15.2; B: -9.2; C: -0.6; D: 3.6; E: 11.1; F: -0.8; G: i; H: 0.3; I: -4.8; J: -2.0
compound: COc1ccc(-c2[nH]ncc2-c2cscn2)c(O)c1
  A: 18.5; B: -7.6; C: 0.2; D: 7.5; E: -11.5; F: -0.9; G: -0.2; H: 6.0; I: 12.3; J: -2.7
compound: CCn1c(=O)cc(OCC(=O)NCCCN2CCC(C)CC2)c2ccccc21
  A: 24.4; B: -2.7; C: ·; D: -3.0; E: -3.5; F: -0.7; G: -0.7; H: -7.9; I: -6.7; J: -5.7
compound: COc1ccc(NC(=O)CCc2nnc3ccc(N4CCN(c5cccc(OC)c5)CC4)nn23)cc1
  A: 15.0; B: 9.2; C: 1.3; D: 1.8; E: 7.8; F: 0.9; G: i; H: 7.2; I: -3.6; J: -0.6
compound: Cc1ccccc1C(=O)NCC(=O)OCCOc1ccc(C(C)C)c(C)c1
  A: ·; B: -13.6; C: -1.3; D: ·; E: 6.5; F: 2.0; G: -1.4; H: 4.3; I: 0.7; J: ·
compound: Cc1ccc(NC(=O)C2CCCO2)c(Br)c1 (stereo unspecified)
  A: ·; B: -3.0; C: 0.5; D: ·; E: 7.0; F: -0.3; G: 0.9; H: -1.8; I: 2.4; J: -5.2
compound: CCOc1ccc2oc(-c3ccccc3)c(C(=O)N3CCN(C)CC3)c2c1
  A: 11.9; B: 4.3; C: ·; D: 3.4; E: -2.6; F: 0.0; G: 6.2; H: 27.5; I: 0.6; J: 3.5
compound: Cc1csc(NC(=O)c2ccc(Cl)nc2)n1
  A: 26.3; B: -7.4; C: -0.5; D: -2.1; E: 0.9; F: -2.1; G: i; H: -2.9; I: 2.8; J: 1.2
compound: CC(=O)NCc1ccc(-c2csc(NC(=O)CCc3nc4ccccc4c(=O)[nH]3)n2)s1
  A: ·; B: -9.9; C: -0.5; D: ·; E: 15.3; F: -2.1; G: 7.1; H: 2.4; I: 2.9; J: -4.1

# Single values from the entries so far:
# Anthrax LF prot result of Cc1ccc(NC(=O)CCS(=O)(=O)c2ccccc2)cc1S(=O)(=O)N1CCCCCC1 = 1.4
# MazEF act result of Cc1csc(NC(=O)c2ccc(Cl)nc2)n1 = 0.9
# PriA SSB inh result of COc1ccc2[nH]cc(CCNC(=O)c3ccccc3Cl)c2c1 = -9.2

# Part of the list above, reduced to Yp Topo-I inh, Rv3671c inh and Vc quorum ag.
Compound | Yp Topo-I inh | Rv3671c inh | Vc quorum ag
COc1ccc(NC(=O)CCc2nnc3ccc(N4CCN(c5cccc(OC)c5)CC4)nn23)cc1 | 7.2 | -3.6 | i
Cc1ccc(NC(=S)N(Cc2ccccc2)Cc2cccs2)c(C)c1 | 7.8 | 6.6 | -0.1
Cc1ccc(NC(=O)CCS(=O)(=O)c2ccccc2)cc1S(=O)(=O)N1CCCCCC1 | 2.4 | · | 0.6
CC(=O)NCc1ccc(-c2csc(NC(=O)CCc3nc4ccccc4c(=O)[nH]3)n2)s1 | 2.4 | 2.9 | 7.1

# The list goes on.
# Keys: A = DUSP3 inh; B = PriA SSB inh; C = TcdB GH inh; D = SARS 3CLpro inh; E = MazEF act; F = PfHsp40 rescue; G = Vc quorum ag; H = Yp Topo-I inh; I = Rv3671c inh; J = Anthrax LF prot
compound: CCN1C[C@@H]2[C@@H]3C(=O)N(Cc4ccccc4)C(=O)[C@@H]3[C@](CC)(C1=O)N2C(=O)c1ccc(Br)cc1
  A: ·; B: -1.6; C: 0.1; D: ·; E: 4.9; F: -2.2; G: -0.5; H: 1.8; I: ·; J: -7.3
compound: CC(=Nc1ccccc1)C1=C(O)C(Cc2cccc(F)c2)NC1=O (stereo unspecified)
  A: ·; B: ·; C: 0.9; D: ·; E: 7.3; F: ·; G: i; H: -1.6; I: ·; J: -2.0
compound: COc1ccc(C(=O)CCC(=O)O)cc1
  A: 17.0; B: -9.2; C: 0.9; D: 1.1; E: 5.4; F: -0.2; G: -0.2; H: -1.5; I: 8.7; J: -1.5
compound: Cc1ccc(-c2cnc(C(O)c3ccc(C)cc3)[nH]2)cc1 (stereo unspecified)
  A: ·; B: ·; C: 1.1; D: ·; E: ·; F: ·; G: 0.3; H: 4.9; I: ·; J: -4.9
compound: C=CCC1c2cccc(C(=O)O)c2C(=O)N1c1ccc(F)cc1 (stereo unspecified)
  A: 10.7; B: -5.2; C: ·; D: -1.4; E: 2.0; F: -0.3; G: i; H: 9.5; I: 2.4; J: -0.1
compound: COc1ccc(CNS(=O)(=O)c2ccc3c(c2)N(C)CCO3)cc1
  A: -14.4; B: 1.3; C: -1.2; D: 2.2; E: 5.6; F: -0.1; G: i; H: 7.7; I: 3.6; J: 0.4
compound: NC(=O)C1(N2CCCCC2)CCN(C(=O)c2ccc(C#Cc3ccccc3)o2)CC1
  A: 30.2; B: 8.3; C: ·; D: 3.9; E: 0.9; F: 0.1; G: i; H: 25.9; I: 2.0; J: -5.1
compound: COc1cccc(OCC(O)CN2CCOCC2)c1 (stereo unspecified)
  A: 6.2; B: 2.9; C: ·; D: -2.3; E: 1.6; F: -0.2; G: i; H: -0.1; I: -1.2; J: 0.5
compound: N#CCSc1nc(-c2ccccc2)c2cc(Cl)ccc2n1
  A: 1.3; B: -4.2; C: ·; D: 1.2; E: -12.5; F: 1.4; G: i; H: 1.8; I: -6.6; J: 0.2
compound: O=C(OCC(=O)N1CCCC1=O)c1cc(Cl)ccc1O
  A: ·; B: -9.0; C: -1.2; D: ·; E: 6.7; F: -0.8; G: -0.6; H: -3.0; I: -2.6; J: -3.7
compound: Cc1ccc(NC(=O)CSc2nnc(Cn3cnc4ccccc43)o2)c(C)c1
  A: 7.3; B: -5.3; C: ·; D: -1.9; E: -1.8; F: -0.3; G: 2.2; H: 6.1; I: 8.2; J: 0.2
compound: Cc1cc2[nH]c(=O)cc(-c3ccccc3)n2n1
  A: 20.7; B: -21.0; C: -0.1; D: -8.2; E: 1.3; F: 1.3; G: -1.2; H: -3.6; I: 0.9; J: -3.6
compound: O=C(COC(=O)c1ccc([N+](=O)[O-])s1)NC(=O)NCc1ccccc1
  A: 22.5; B: 18.9; C: 0.4; D: 5.6; E: 1.7; F: 0.2; G: i; H: -0.8; I: -10.0; J: -3.4
compound: CCOC(=O)CN(C)C(=O)C1CCCN1C(=O)OC(C)(C)C (stereo unspecified)
  A: ·; B: 7.3; C: 0.6; D: ·; E: 7.9; F: -1.8; G: -0.8; H: 2.0; I: 1.0; J: -4.0
